ASAP1 inh – inhibitors of human ASAP1 ArfGAP activity, primary screen, biochemical, fluorescence polarization | Arf-GAP with SH3 domain, ANK repeat and PH domain-containing protein 1 (Homo sapiens), … | ASAP1-stimulated ARF1 GTP hydrolysis, GDP FP detection | inhibition, % at 16.5 µM | 360,000 tested, 0.19% active; in the data active means inhibition above about 25%;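 further: 0% = vehicle with enzyme and substrate and 100% = no enzyme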
Target sequence (Q9ULH1 325-724 limits assumed): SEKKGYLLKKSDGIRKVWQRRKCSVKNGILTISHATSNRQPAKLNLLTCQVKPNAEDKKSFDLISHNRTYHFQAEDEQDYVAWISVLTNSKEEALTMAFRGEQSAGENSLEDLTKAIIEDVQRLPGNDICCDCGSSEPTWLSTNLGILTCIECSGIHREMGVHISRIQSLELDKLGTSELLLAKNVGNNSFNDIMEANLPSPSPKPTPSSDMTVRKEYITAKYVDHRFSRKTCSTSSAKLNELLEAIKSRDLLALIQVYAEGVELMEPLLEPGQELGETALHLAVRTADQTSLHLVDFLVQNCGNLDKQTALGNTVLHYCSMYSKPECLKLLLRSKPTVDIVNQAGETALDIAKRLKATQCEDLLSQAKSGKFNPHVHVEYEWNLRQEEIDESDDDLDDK
GC-B act – human GC-B receptor activators, primary screen, HEK293 GC-B cells, cGMP TR-FRET, EC30 CNP; 0% at EC30 CNP, 100% saturating CNP; activation, % at 10 µM; 370,000 tested, 0.11% active; AID 1920062, 2024;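 active means activation at 10 µM reaching about 35% in either raw or pattern-adjusted values, limit read from the data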
rCAG binder – binders of r(CAG) RNA repeats, primary screen, biochemical, fluorescence. r(CAG) RNA repeat, TO-PRO-1 dye displacement fluorescence. inhibition, % at 3 µM. 370,000 tested, 1.3% active. AID 651821, 2012;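 active means inhibition above the plate cutoff, the mean of all test compounds on that plate plus 3 SD, cut at about 35% in these data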;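 further: 0% = DMSO alone and 100% = 100 µM mitoxantrone as full dye displacement; higher means more dye released from RNA so lower well fluorescence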
FXN GAA850 act – FXN promoter activators, primary screen, cell-based, luciferase luminescence, HEK293 lucGAA850; HEK293 lucGAA850 FXN promoter luciferase reporter, 24 h; percent of 10 µM SAHA response; activation, % at 6 µM; 360,000 tested, 0.56% active; AID 540364, 2011;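 active means activation above the average of all compounds screened plus 3 SD, cutoff fixed separately per campaign, cut at about 7.5% in these data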;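 further: 0% = DMSO wells and 100% = 10 µM SAHA wells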
HGIII-sPLA2 inh – human group III sPLA2 inhibitors, primary screen, biochemical, QFRET, BODIPY PC-A2 liposome substrate; 370,000 tested, 0.56% active; QFRET BODIPY PC-A2 liposome hydrolysis, fluorescence; inhibition, % at 12.2 µM; Group 3 secretory phospholipase A2 (Homo sapiens), Q9NZ20; AID 743126, 2013;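 active means inhibition above mean plus 3 SD of compounds lying within the high and low control bounds, cut at about 19% in these data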;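 further: 0% = median of test compound wells and 100% = no enzyme DMSO wells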
Tn6 DDE FP – inhibitors of Tn6 peptide binding to fibrin DD(E), primary screen, biochemical, fluorescence polarization, human fibrin, Tn6 probe | Fibrinogen beta chain (Homo sapiens), P02675 | Fibrin DD(E) TRITC-Tn6 fluorescence polarization displacement | inhibition, % at 8.3 µM | 370,000 tested, 0.21% active | AID 720509, 2013;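 active means inhibition above a per-campaign cutoff: mean of compounds within control limits plus 3 SD, cut at about 15% in these data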;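 further: 0% = median of all compound wells on the plate and 100% = blocking peptide control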
Target sequence (P02675 whole entry, looked up): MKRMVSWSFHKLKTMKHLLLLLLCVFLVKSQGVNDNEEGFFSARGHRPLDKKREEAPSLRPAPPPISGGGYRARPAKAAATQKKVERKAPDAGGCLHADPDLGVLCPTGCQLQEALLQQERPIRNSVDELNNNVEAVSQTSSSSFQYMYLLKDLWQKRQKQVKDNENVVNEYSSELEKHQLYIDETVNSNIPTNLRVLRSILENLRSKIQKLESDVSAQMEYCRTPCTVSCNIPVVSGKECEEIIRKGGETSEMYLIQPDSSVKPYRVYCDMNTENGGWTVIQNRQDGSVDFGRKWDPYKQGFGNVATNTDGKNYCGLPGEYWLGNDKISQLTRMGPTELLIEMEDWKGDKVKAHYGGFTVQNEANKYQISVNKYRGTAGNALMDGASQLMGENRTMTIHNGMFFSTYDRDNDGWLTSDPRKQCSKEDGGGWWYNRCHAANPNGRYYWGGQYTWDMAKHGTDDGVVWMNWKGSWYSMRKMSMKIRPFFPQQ
ADAM10 inh – human ADAM10 inhibitors, primary screen, biochemical, QFRET, HTS; Disintegrin and metalloproteinase domain-containing protein 10 (Homo sapiens), O14672; 370,000 tested, 0.62% active; AID 720582, 2013; recombinant ADAM10, EDANS/DABCYL FRET peptide cleavage, 3 h; inhibition, % at 7 µM;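 active means inhibition above a per-campaign cutoff equal to the mean of compounds falling between control-based bounds plus 3 SD, cut at about 20% in these data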;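 further: 0% = DMSO wells while the 100% control is not disclosed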
KLK7 zymogen act – proKLK7 zymogen activators, primary screen, biochemical, fluorescence intensity; AID 652039, 2013; purified proKLK7, EDANS-DABCYL substrate fluorescence; 100% is mature enzyme control, 0% vehicle; 370,000 tested, 0.9% active; activation, % at 7 µM;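 active means activation above the mean of all tested compounds plus 3 SD, computed per campaign excluding outliers beyond control limits, cut at about 13% in these data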
ARFGAP1 inhibitor – inhibitors of rat ARFGAP1 GAP activity, primary screen, biochemical, fluorescence polarization, GDP tracer. inhibition, % at 16.5 µM. Arfgap1-stimulated ARF1 GTP hydrolysis, GDP FP detection. AID 651572, 2012. 360,000 tested, 0.26% active;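 active means inhibition above a per-plate limit, mean inhibition of low control wells plus 3 SD, cut at about 25% in these data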;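 further: 0% = DMSO wells with enzyme and 100% = wells lacking Arfgap1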
Target sequence (Q62848 1-136 limits assumed): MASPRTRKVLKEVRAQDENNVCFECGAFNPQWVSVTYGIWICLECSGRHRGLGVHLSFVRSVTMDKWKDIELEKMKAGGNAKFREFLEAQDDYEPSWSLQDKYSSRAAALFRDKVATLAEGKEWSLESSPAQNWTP
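Repeats: one replicate per compound; assay system: rat Arfgap1 catalytic domain, aa 1-136; times: enzyme reaction 120 min at 25 °C after 20 min preincubation; detection: FP of antibody-bound GDP Alexa 633 tracer, ex 620/em 688 nm; benchmarks: high control wells lacking Arfgap1, low control full reaction with DMSO; reagent: human ARF1(Δ1-17)-GTP substrate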
GC-A act – GC-A stimulated cGMP production enhancers – HEK293 GC-A cells, cGMP TR-FRET, EC30 ANP, primary screen | Atrial natriuretic peptide receptor 1 (Homo sapiens), P16066 | 0% at EC30 ANP, 100% saturating ANP | activation, % at 10 µM | 370,000 tested, 0.14% active; in the data active means activation above about 40%
Active calls of the source: *; · = not tested or not shown.

SMILES	ASAP1 inh	GC-B act	rCAG binder	FXN GAA850 act	HGIII-sPLA2 inh	Tn6 DDE FP	ADAM10 inh	KLK7 zymogen act	ARFGAP1 inhibitor	GC-A act
CC(=O)NC12CC3CC(C1)CC(C(=O)NCc1ccc(C)cc1)(C3)C2	-11	0	-2	1.2	3	5	-5	0.2	-2	5
CC1CCCN(C(=O)Nc2ccc(Br)cc2Cl)C1 (stereo not drawn)	-2	-2	-3	4.5	-6	2	-2	0.8	1	2
CC1CC(C)CN(C(=O)CN2C(=O)NC3(CCCCCC3)C2=O)C1 (stereo not drawn)	10	3	0	-0.5	0	3	0	-0.3	3	-6
Nc1nnnn1/N=C/c1cccs1	4	4	0	1.3	4	3	1	0.7	1	1
CC(C)Sc1n[nH]c(=O)n1-c1ccccc1	-14	3	-5	-0.1	4	1	-6	0.0	15	4
N#Cc1c(SCC(=O)Nc2ccccc2C(F)(F)F)sc2c(O)cc(=O)[nH]c12	6	4	50*	1.0	9	-13	-8	-0.7	15	3
Cc1cccc2sc(N3CCN(C(=O)C4COc5ccccc5O4)CC3)nc12 (stereo not drawn)	-1	-3	-2	-0.1	-2	-3	3	0.5	-2	0
CCC(=O)N1CCc2cc(Br)cc(S(=O)(=O)NCCN3CCCCC3CC)c21 (stereo not drawn)	2	2	1	-1.0	-11	-12	-10	0.5	-2	2
Cc1nc2c(ccc3nc(NC(=O)Cc4ccccc4)sc32)s1	7	-3	6	1.4	-14	3	10	0.2	3	3
O=C(C(=O)N1CCOCC1)c1c[nH]c2ccccc12	16	0	-4	1.4	-1	3	-3	0.2	7	3
COC(=O)c1ccc(C(=O)OC)c(NS(C)(=O)=O)c1	10	1	3	2.5	-1	3	-24	28*	-13	7
CCCC(C(=O)NC1CCCC1)N(Cc1ccc(OC)cc1)C(=O)c1snc(C(N)=O)c1N (stereo not drawn)	-7	-6	2	-1.2	-1	0	-83	0.9	5	-22
COc1ccc(-c2[nH]nc3oc(=O)c(CCO)c(C)c23)cc1	7	-7	3	-0.9	-3	7	-7	0.1	-6	-5
Cc1ccc(S(=O)(=O)N(C)c2ccc(OCC(=O)N3CCCCC3)cc2)cc1	1	-8	-6	-0.5	-6	6	4	0.2	7	5
Cc1csc(NC(=O)Cc2nn(C)c(=O)c3ccccc23)n1	8	2	0	-1.2	0	-4	-2	-0.3	11	1
Cc1ccc(C(=O)NNC(=O)CCCCC(=O)NNC(=O)c2ccc(C)cc2)cc1	-2	5	-2	-0.6	-5	-5	1	-0.3	1	0
CCNc1nc(Cl)nc(NNC(=O)C(C)Oc2ccccc2)n1 (stereo not drawn)	6	5	-1	3.0	4	-7	-8	-0.2	2	1
CCOc1cc(N2CCOCC2)c(OCC)cc1NC(=O)c1ccccc1C	4	-2	-8	2.0	7	-7	-12	-0.7	-9	-3
Cc1ccc(N=Nc2ccc(O)cc2)c(Br)c1	6	-17	10	5.5	-30	0	16	0.5	6	1
CC(=O)NCC(=O)NC1(C(=O)NC2CCCC2)CCCCC1	-11	6	-2	-1.3	-1	-6	-1	0.4	6	-2
COc1cc(C)c(Cl)cc1S(=O)(=O)NCCCN1CCOCC1	0	5	-4	-2.5	-8	-5	-3	-0.7	0	1
O=C(CCNC(=O)C1CCN(S(=O)(=O)c2ccccc2)CC1)NCc1cccnc1	-5	0	2	0.6	8	-2	-3	-0.6	2	-1
CCOC(=O)c1c(NC(=O)C2Cc3ccccc3C(=O)O2)sc2c1CCCC2 (stereo not drawn)	0	-5	4	0.7	4	0	4	0.5	10	-2
COc1ccc(Cl)cc1N(CC(=O)N1CCN(Cc2ccccc2)CC1)S(C)(=O)=O	2	-1	-6	1.7	-5	7	-10	-0.4	10	2

An excerpt from above in order of their number in ASAP1 inh, smallest number first.
smiles | ASAP1 inh
O=C(CCNC(=O)C1CCN(S(=O)(=O)c2ccccc2)CC1)NCc1cccnc1 | -5
Cc1ccc(C(=O)NNC(=O)CCCCC(=O)NNC(=O)c2ccc(C)cc2)cc1 | -2
CCOc1cc(N2CCOCC2)c(OCC)cc1NC(=O)c1ccccc1C | 4
Cc1ccc(N=Nc2ccc(O)cc2)c(Br)c1 | 6

Next entries follow.
SMILES	ASAP1 inh	GC-B act	rCAG binder	FXN GAA850 act	HGIII-sPLA2 inh	Tn6 DDE FP	ADAM10 inh	KLK7 zymogen act	ARFGAP1 inhibitor	GC-A act
C[C@@H]1COC(=O)[C@H](CC(=O)OC(C)(C)C)C/C=C\C[C@H](CC(=O)NCCO)C(=O)N1	-5	-3	-4	1.0	1	3	-39	-0.5	-4	0
Cc1ccc(/C=C2\SC(=S)N(NS(=O)(=O)c3ccc(C)cc3)C2=O)cc1	-6	-2	8	-0.9	-1	11	0	0.0	-11	6
NCCC(=O)NC[C@H]1O[C@@H](n2cnc3c(N)ncnc32)[C@H](O)[C@@H]1O	11	2	6	1.0	5	4	-7	0.7	21	4
NC1=NC(=O)C2(COC(c3ccncc3)OC2)S1 (stereo not drawn)	4	-1	2	-0.9	-1	5	0	-1.7	0	3
CCCc1cc(C(=O)OC)c(NC(=O)CCCC(=O)O)s1	-2	-2	0	0.7	0	-4	-1	-0.2	-10	-1
Cc1ccn2cc(-c3cccc(NC(=O)CCC(=O)O)c3)nc2c1	-1	3	4	3.1	1	-1	-172	0.6	5	2
Cn1ccnc1Sc1nnnn1-c1ccccc1	8	-1	-1	-1.8	-6	3	1	-0.1	16	1
Cc1sc(NC(=O)Cn2cnnn2)nc1-c1ccc(Cl)cc1	14	-5	7	0.3	-14	-6	-4	-0.2	0	-3
OCCC#Cc1ccc(CN2CCN(C3CCCCC3)C(CCO)C2)cc1 (stereo not drawn)	2	-2	-1	-0.6	2	-12	7	-0.3	-2	0
Cc1onc(-c2c(Cl)cccc2Cl)c1NC(=O)N1CCSCC1	-3	-1	1	0.9	0	-8	-293	1.2	12	3
Cc1nc(-c2cccnc2)sc1C(=O)Nc1ccc(F)cc1F	12	-6	0	0.4	-2	1	12	-0.5	10	-2
CCCCCCOC(=O)c1ccc(N)cc1	-8	-3	4	7.3	-6	0	6	0.7	-12	0
O=C(CSc1nc2cc(Cl)ccc2s1)NCc1ccc2c(c1)OCO2	-5	3	3	2.6	2	-3	5	-0.1	-1	0
CCOC(=O)C1=C(CS(=O)(=O)c2ccc(F)c(C)c2)NC(=O)NC1c1ccc(O)c(O)c1 (stereo not drawn)	-6	3	4	-0.9	-17	-1	12	-0.7	-12	-1
O=C(NCc1cccs1)c1ccc2sc(C3=C[C@@H](O)[C@@H](O)[C@@H](CO)O3)nc2c1	-4	-1	7	-0.7	-2	-2	-14	-0.1	2	-1
O=C1CCc2cc(S(=O)(=O)N3CCN(c4ccccc4F)CC3)ccc2N1	-6	2	2	1.3	-6	-5	8	0.2	-3	1
O=c1c([N+](=O)[O-])cccn1Cc1ccccc1Cl	-4	0	1	1.6	-3	0	-4	0.4	-8	3
CC(C)C(c1nnnn1Cc1ccco1)N1CCN(c2cccc(Cl)c2)CC1 (stereo not drawn)	3	-4	4	-0.6	-3	3	20	0.1	-1	-4
CCN(CC)c1ncnc2c1ncn2[C@H]1CN(Cc2ccc3c(c2)OCO3)C[C@@H](CO)O1	2	-3	0	2.4	5	-10	-21	0.3	2	-10
Cc1ccc(S(=O)(=O)N2CCCN(c3nc4cc(C)ccc4cc3C#N)CC2)cc1	0	0	16	0.4	-33	-8	-214	11	5	1
Cc1ccc(CSc2nnc(NC(=O)C3=COCCO3)s2)cc1	12	-3	7	1.0	-30	5	1	-0.4	0	0
C/C=C/C1=CC(=O)C[C@H](c2ccc(Cl)cc2)C1	16	-3	4	0.4	-4	8	4	0.3	1	-1
Cc1cccc(C)c1NC(=O)CN(C)C(=O)c1ccc(N2C(=O)CCC2=O)cc1	12	5	-5	-0.2	8	4	-13	0.2	13	0
Cc1ccc(OCc2ccc(C(=O)O)o2)c([N+](=O)[O-])c1	-2	3	7	1.5	5	3	-2	0.0	6	0
Cc1ccc(CNC(=O)C(=O)NCCC2CCCCN2S(=O)(=O)c2ccc(C)cc2)cc1 (stereo not drawn)	-2	0	0	2.7	-23	-6	19	0.4	-1	0
O=C(O)c1ccc(-c2nnc(-c3cccc(Br)c3)o2)cc1	-1	-8	4	4.3	1	3	-5	-0.5	-4	-2
CC(=O)Nc1ccc(S(=O)(=O)Nc2ccccc2C(=O)N2CCCCC2)cc1	-5	1	1	-1.2	6	0	-5	0.3	2	-2
O=C(Nc1nc2c(Cl)c(Cl)ccc2s1)C1CC1	-1	-4	2	-0.1	2	-4	-13	0.3	-4	57*
O=C(CC(Nc1ccccc1)c1ccccc1)C1CC1 (stereo not drawn)	6	-3	-2	1.2	0	0	-5	-0.8	-6	2
Clc1ccc2nc(C3CCCCC3)c(Cc3ccccc3)n2c1	-1	-3	5	·	3	7	-7	-1.1	3	-1
NC(=O)C1CCCN1S(=O)(=O)c1ccc2ccccc2c1 (stereo not drawn)	-5	3	0	1.8	0	-3	-8	-0.3	-5	-1
CCCCNC(=O)CN1C(=O)COc2ccc(S(=O)(=O)N3CCCCCC3)cc21	-7	-11	-4	1.0	-2	-3	5	-0.2	9	-2
Nc1nnc(-c2ccc([N+](=O)[O-])o2)s1	4	-1	1	0.9	15	1	-1	-0.3	-10	1
COc1cccc(CN2CCNC(=O)C2CC(=O)NC2Cc3ccccc3C2)c1 (stereo not drawn)	-1	-4	0	0.6	-7	-2	-6	0.6	-3	-1
Cc1c(C(=O)NCc2ccc3c(c2)OCO3)oc2ccc(Br)cc12	3	-2	3	-0.2	-4	-6	8	0.2	4	3
Clc1cccc(CN2CCSCC2)c1Cl	6	-3	-3	-0.9	1	8	-5	0.4	2	3
Cc1nn(Cc2ccc(Cl)c(Cl)c2)c(C)c1NC(=O)c1cc(-c2ccc3c(c2)OCO3)on1	-5	6	2	-0.3	10	-4	15	-0.1	-5	5
COC(CNC(=O)CN1C(=O)COc2ccc(S(=O)(=O)N3CCOCC3)cc21)OC	-19	-1	-1	-1.8	9	-1	-1	-0.1	5	1
CCOC(=O)c1c(-c2ccccc2Cl)csc1NC(=O)CSc1nc(C)cc(=O)[nH]1	3	-3	38*	2.4	-34	2	5	0.0	-4	-4

Screening data deposited in PubChem BioAssay by several laboratories.
